Screens (PubChem BioAssay)
B2AR arrestin: recruits beta-arrestin to the human beta2-adrenergic receptor; hit rate 0.02% among 330,000; P07550; beta-arrestin recruitment to beta2AR, cell-based reporter; Potency, µM (doses to about 46.1 µM), inactives show at the top dose activation, usual class: activators;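 note: potency is the fitted concentration of half-maximal effect; 0% = DMSO controls and full agonism = EC100 isoproterenol or metaproterenol; nearly all actives have a fitted effect of over 65% in size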
S-ASM inh: human S-ASM enzyme inhibition | P17405 | placental ASM, HMU-PC fluorogenic substrate, 60 min | Potency, µM (series often up to 57.5 µM), for the others: top-dose activity change, negative = inhibition, most hits filed as inhibitors | hit rate 0.006% among 340,000 | AID 504937; note: potency is the fitted concentration of half-maximal effect
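Fluorescence read-out (Ex 386 nm, Em 447 nm) after stopping the reaction at pH 10. Enzyme: ASM from human placenta; substrate HMU-PC0, 9 uM final; 60 min, 37 °C. Compound preincubation 10 min, ambient temperature.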
GALK inh: inhibitors of human galactokinase. Purified GALK, Kinase-Glo residual ATP luminescence. Potency, µM (highest dose often 57.5 µM), for the others: at the highest dose activity change, negative = inhibition, actives largely listed as inhibitors. hit rate 0.007% among 270,000. P51570. AID 1868; note: potency is the fitted concentration of half-maximal effect; % is set by controls: 0 for no effect and ±100 for the full control effect
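Compounds were pin-transferred into ATP buffer (35 uM final), then GALK plus galactose (5 nM, 100 uM final) was added. After 1 h at room temperature, Kinase-Glo Plus was added and luminescence read after 10 min.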
Coupling enz: inhibits coupling enzyme system, counter-screen for aldolase hits. coupling enzyme system counterscreen, AmpLite Red fluorescence. activity change, negative = inhibition, % at 58.2 µM, hits read low. hit rate 0.67% among 290,000. AID 2472; in the data active = activity change below about -30%; note: % is set by controls: 0 for no effect and ±100 for the full control effect
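Compounds tested against the coupling enzymes alone at 57.5 uM final; readout was AmpLite Red fluorescence (525/598 nm) after 20 min at RT.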
a7 integrin act: integrin-mediated muscular dystrophy alleviation activation. alpha7betagal myoblasts, beta-gal FDG fluorescence, 48 h. Potency, µM (top dose mostly 38.3 µM), inactives show at the top dose activation, most hits filed as activators. hit rate 0.064% among 350,000. AID 624291;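 note: potency is the fitted concentration of half-maximal effect; 100% = response of the positive control SU9516; nearly all actives have a fitted effect of over 60% in size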
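Alpha7betagal+/- myoblasts (passage 13) were plated 16-24 hr, then exposed to compounds (1:260 dilution of DMSO stock) for 48 hours at 37C. After MPER lysis, β-galactosidase reporter activity was read as FDG fluorescence (ex 480/em 540) after 30 minutes.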
TSG101-PTAP inh: blocks PTAP/TSG101 interaction to inhibit HIV-1 budding | Fluorescence polarization, FITC-PTAP peptide / Tsg101 binding | 340,000 tested, under 10 active | Potency, µM (highest dose often 115 µM), without a hit: at the top dose activity change, negative = inhibition, most hits filed as inhibitors | AID 493005 | Q99816; active = well fitted inhibition curve with a large enough effect in the main read-out, with a control signal flat, not every such curve was filed as active; inconclusive = small, poorly fitted or top-dose-only effect, or effect the other way, or a change in a side signal; inactive = no such curve, though single readings can be large or run the other way; note: potency is the fitted concentration of half-maximal effect; % of control where 0% means no effect
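Tsg101 binding domain (10 uM final) was mixed with compound and a FITC-labeled PTAP peptide (50 nM final) in HEPES pH 7.5 buffer with NaCl, Tween 20, EDTA and TCEP; fluorescence polarization was read after 20 min at r.t.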
Tb PFK inh: T. brucei PFK enzyme inhibition; O15648; T. brucei PFK, ADP-Glo luminescence; Potency, µM (series often up to 57.5 µM), without a hit: at the top dose activity, negative = inhibition, usual class: inhibitors; hit rate 0.17% among 330,000; AID 485367;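 note: potency is the fitted concentration of half-maximal effect; 0% = uninhibited 1x PFK enzyme wells and -100% = no-enzyme wells; nearly all actives have a fitted effect of over 60% in size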
Target sequence (O15648 whole entry, looked up): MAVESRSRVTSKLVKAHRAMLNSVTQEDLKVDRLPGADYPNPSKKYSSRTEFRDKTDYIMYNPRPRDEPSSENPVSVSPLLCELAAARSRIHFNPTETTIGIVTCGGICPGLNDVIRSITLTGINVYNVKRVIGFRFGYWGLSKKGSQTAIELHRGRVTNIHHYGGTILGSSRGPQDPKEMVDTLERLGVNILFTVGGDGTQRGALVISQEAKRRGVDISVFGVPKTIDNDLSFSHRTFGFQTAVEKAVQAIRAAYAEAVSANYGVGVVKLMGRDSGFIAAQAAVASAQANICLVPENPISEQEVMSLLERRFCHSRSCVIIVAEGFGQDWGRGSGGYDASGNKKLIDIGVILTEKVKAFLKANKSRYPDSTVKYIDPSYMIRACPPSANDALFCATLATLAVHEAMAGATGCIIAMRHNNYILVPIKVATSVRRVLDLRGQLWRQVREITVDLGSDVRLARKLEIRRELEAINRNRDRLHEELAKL
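PFK 1.25 nM, F6P 0.5 mM, ATP 0.1 mM, 0.1 M TEA pH 8.0, 5 mM MgCl2, 0.01% Tween20, 0.1% BSA; 45 min RT. ADP-Glo readout. qHTS titration up to 57 uM; curves fitted, compounds curve-classed.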
PKM2 activator: activators of human pyruvate kinase M2; AID 1631; purified PKM2, Kinase-Glo ATP luminescence, activation; response scale: 0% is enzyme alone, no compound; Potency, µM (highest dose often 57.5 µM), without a hit: at the top dose activation, most hits filed as activators; P14618; hit rate 0.34% among 260,000; note: potency is the fitted concentration of half-maximal effect; % is set by controls: 0 for no effect and ±100 for the full control effect; nearly all actives have a fitted effect of over 55% in size
Target sequence (P14618 whole entry, looked up): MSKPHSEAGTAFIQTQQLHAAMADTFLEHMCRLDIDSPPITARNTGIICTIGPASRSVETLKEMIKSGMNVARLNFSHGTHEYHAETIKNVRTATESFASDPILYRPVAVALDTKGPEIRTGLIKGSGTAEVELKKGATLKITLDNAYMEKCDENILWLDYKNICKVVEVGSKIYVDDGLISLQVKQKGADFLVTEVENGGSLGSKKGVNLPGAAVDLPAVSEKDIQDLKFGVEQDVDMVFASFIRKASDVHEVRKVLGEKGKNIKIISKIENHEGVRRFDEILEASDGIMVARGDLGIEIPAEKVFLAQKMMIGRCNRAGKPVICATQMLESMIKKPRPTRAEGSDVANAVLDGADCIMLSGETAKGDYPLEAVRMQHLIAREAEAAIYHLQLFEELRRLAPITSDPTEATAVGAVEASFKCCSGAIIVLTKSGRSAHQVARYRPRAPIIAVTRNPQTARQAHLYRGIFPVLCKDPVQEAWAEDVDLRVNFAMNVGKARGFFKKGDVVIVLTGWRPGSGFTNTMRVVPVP
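ATP formation by purified human PK-M2, quantified via coupled luciferase luminescence after 1 h at room temperature with 0.1 mM ADP and 0.5 mM PEP final.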
Menin MLL FP TR: menin-MLL binding inhibition, Texas Red mutant peptide; hit rate 0.23% among 270,000; AID 1768; O00255; Menin + Texas Red MLL mutant peptide, fluorescence polarization; Potency, µM (doses to about 61.6 µM), for the others: at the highest dose FP activity change, negative = inhibition, usual class: inhibitors; active = well fitted inhibition curve with a large enough effect in the polarisation, with a control signal flat, not every such curve was filed as active; inconclusive = small, poorly fitted or top-dose-only effect, or effect the other way, or a change in a side signal; inactive = no such curve, though single readings can be large or run the other way; the % refers to the polarisation; note: potency is the fitted concentration of half-maximal effect; % of control where 0% means no effect; many of its hits are not listed in these tables
Giardia kill: kills Giardia lamblia. hit rate 0.15% among 340,000. AID 540267. Giardia lamblia trophozoite viability. activity change, % at 7.66 µM, hits read low; in the data active = activity change below about -80%; inconclusive = between about -30% and that limit;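 note: parasites exposed to compound for two days anaerobically before the ATP read; % is set by controls: 0 for no effect and ±100 for the full control effect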
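Each well holds 100 Giardia trophozoites and compound. After two days (48 hrs) at 37 deg C in anaerobic conditions, ATP is quantified by luminescence.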
Chronic BCR inh: chronic active BCR signaling inhibition; hit rate 0.05% among 340,000; AID 493014; ABC-DLBCL IkBa-CBG/CBR reporter, luminescence ratio, 4 h; Potency, µM (titrated, usually from 46.1 µM), for inactives: top-dose ratio change, negative = lower green/red ratio, usual class: inhibitors; active = well fitted inhibition curve with a large enough effect in the signal ratio, with a control signal flat, not every such curve was filed as active; inconclusive = small, poorly fitted or top-dose-only effect, or effect the other way, or a change in a side signal; the % refers to the signal ratio;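 note: potency is the fitted concentration of half-maximal effect; plate controls were basal doxycycline-induced cells for no effect and cells given 10 µM MG132 for full effect; MG132 reads +100%, hits lower the ratio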
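TMD8 ABC-DLBCL cells carrying doxycycline-inducible green luciferase fused to IkappaBalpha plus unfused red luciferase were exposed to compounds (up to 46 uM) for 4 hrs at 37C. Activity came from the overlap-corrected green/red luminescence ratio.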
An asterisk follows results filed as active; ? = inconclusive; . = not tested or not shown; [ ] = another dose, or the depositor's remark. Unless noted, calls come from the whole dose curve; as a rule, active = well fitted curve in the direction sought with a large enough effect; inconclusive = small, poorly fitted or top-dose-only effect, or another doubt; inactive = no such curve, though single readings can be large; an effect the other way counts as inactive or inconclusive.

Preview:
mol	B2AR arrestin	S-ASM inh	GALK inh	Coupling enz	a7 integrin act	TSG101-PTAP inh	Tb PFK inh	PKM2 activator	Menin MLL FP TR	Giardia kill	Chronic BCR inh
COc1ccc(-c2nc(CSCC(=O)NCCCN3CCCC3=O)c(C)o2)cc1OC	0.1%	-1%	0%	-1	-49%[inhibitor]	-5%	2%	.	1%	-12	-17%
N#CC(C#N)=c1ccc2c(c1)N1C3=C(CCCC3)CC3CCCCC31N=2 (stereo not drawn)	-0.2%	-8%	14%	-1	-3%	-1%	-3%	-13%	?	-1	2%

The list itself, from the first entry:
mol	B2AR arrestin	S-ASM inh	GALK inh	Coupling enz	a7 integrin act	TSG101-PTAP inh	Tb PFK inh	PKM2 activator	Menin MLL FP TR	Giardia kill	Chronic BCR inh
COc1ccc(-c2nc(CSCC(=O)NCCCN3CCCC3=O)c(C)o2)cc1OC	0.1%	-1%	0%	-1	-49%[inhibitor]	-5%	2%	.	1%	-12	-17%
N#CC(C#N)=c1ccc2c(c1)N1C3=C(CCCC3)CC3CCCCC31N=2 (stereo not drawn)	-0.2%	-8%	14%	-1	-3%	-1%	-3%	-13%	?	-1	2%
CC(C)CC(=O)Nc1ccc2c(c1)nc(CCN1CCOCC1)n2C	-0.1%	3%	1%	1	7%	1%	2%	.	3%	13	5%
COc1cc(/C=N/S(=O)(=O)c2ccccc2)cc(OC)c1O	0.0%	-2%	-2%	-5	26%	1%	10%	.	8%	-18	6%
COCCn1c(N)c(C(=O)NCC2CCCO2)c2nc3ccccc3nc21 (stereo not drawn)	-0.6%	.	3%	-35*	6%	0%	1%	1%	-28%	3	?
CCCOc1ccc(-c2cc(C(=O)NCC3CCCO3)c3ccccc3n2)cc1 (stereo not drawn)	-0.3%	180%[activator]	3%	0	8%	0%	-3%	-1%	8%	-11	20%
COCCNC(=O)c1onc(CSc2ccc(C)c(C)c2)c1C(=O)O	-1.0%	10%	0%	9	15%	-5%	-1%	-1%	16%	-12	9%
O=C(Nc1nnc(C2=COCCO2)o1)c1ccc(Cl)cc1	-0.1%	1%	0%	0	29%	-8%	4%	-1%	-2%	5	?
Cc1c(NC(=O)CN2CCC(C(N)=O)CC2)cccc1[N+](=O)[O-]	-0.1%	2%	1%	2	-21%	-5%	3%	2%	7%	17	0%
Cc1nn(-c2ccccc2)c(Cl)c1C(=O)NCCCCNC(=O)c1c(C)nn(-c2ccccc2)c1Cl	0.2%	0%	-1%	4	-4%	0%	-4%	4%	.	-16	?
COc1ccc(CNC(=O)CCC(=O)N2CCN(S(=O)(=O)c3cc([N+](=O)[O-])ccc3C)CC2)cc1	0.5%	-1%	.	.	-20%	-1%	3%	.	.	3	-8%
COc1ccc(C(=O)Oc2ccc(=O)n(-c3ccccc3)n2)cc1	0.6%	-2%	-5%	-14	16%	-3%	?	10%	.	4	-16%
CCCCCCNc1c([N+](=O)[O-])c(=O)sc2ccccc12	0.4%	0%	0%	3	-20%	-2%	-3%	9%	-2%	-20	9%
COc1ccc2oc(C(=O)OCc3nnc(-c4ccccc4)o3)c(C)c2c1	-0.2%	-10%	.	.	31%	-10%	-6%	.	.	3	?
CC(=O)N1CCN(Cc2nc3cc(NC(=O)NC4CCCCC4)ccc3n2C)CC1	0.0%	-2%	0%	-1	0%	0%	-5%	-5%	0%	-10	2%
COc1ccc(/C=C2/SC(=S)N(CCCC(=O)Nc3cccc(O)c3)C2=O)cc1	0.2%	-21%	-2%	0	-45%	-12%	0%	4%	?	-6	?
S=c1nccc(-c2ccc(Cl)cc2)[nH]1	-0.4%	-6%	.	-2	-7%	0%	1%	-1%	.	-1	6%
O=C(NC1c2ccccc2-c2ccccc21)N1CCCCC1	-0.8%	-1%	14%	1	-47%[inhibitor]	2%	1%	-1%	7%	0	5%
Cc1ccc2[nH]c(CNC(=O)c3ccc(F)cc3)cc2c1	-0.3%	-5%	0%	-3	-27%	-3%	1%	0%	8%	23	2%
CCOc1ccc(N2C(=O)CC(NCCNc3ccc([N+](=O)[O-])cn3)C2=O)cc1 (stereo not drawn)	-0.4%	-4%	-2%	11	-20%	-2%	-2%	2%	-1%	-4	-2%

Later entries.
canonical_smiles | B2AR arrestin | S-ASM inh | GALK inh | Coupling enz | a7 integrin act | TSG101-PTAP inh | Tb PFK inh | PKM2 activator | Menin MLL FP TR | Giardia kill | Chronic BCR inh
C=C(C)COc1ccc2c(C)c(C)c(=O)oc2c1OCC(=C)C | 7.5% | 25% | 4% | 1 | -40% | -2% | 3% | 3% | 0% | 2 | 3%
Cc1ccnc(NC(=O)CCC(=O)N(CC(=O)NC2CCCCC2)C2CCCC2)c1 | -1.0% | 6% | 6% | 2 | 6% | -1% | 2% | -7% | . | 14 | -4%
Nc1nc(CSc2nc3ccccc3s2)nc(N2CCCCC2)n1 | 0.2% | 0% | -3% | 0 | -1% | -3% | 2% | -8% | 15% | -1 | 2%
c1ccc(CNc2ncnc3c2cnn3-c2ccccc2)cc1 | -0.3% | 0% | 1% | -1 | -5% | -11% | 1% | 0% | -3% | 11 | 6%
CC(C)Sc1nc2ccccc2n1CC(=O)O | -0.4% | 2% | 0% | 5 | -3% | -3% | 10% | -2% | ? | 7 | ?
CC(C)c1ccc2c(c1)C(=O)NC(C)(C)C2 | 0.5% | 5% | 0% | 2 | -5% | 3% | 2% | -21% | 4%[11.7 µM] | 4 | 3%
OC1(C(F)(F)F)CC(c2ccc3ccccc3c2)=NO1 (stereo not drawn) | 0.3% | -5% | -2% | -1 | -1% | 0% | -1% | 3% | . | -21 | 2%
C#CCOCCOCCOCCNc1nc(N2CCN(C(=O)[C@H]([C@@H](C)CC)n3cc([C@@H](N)CC(C)C)nn3)CC2)nc(N2CCN(C(=O)[C@H](Cc3cc4ccccc4[nH]3)n3cc([C@@H](N)Cc4ccc(O)cc4)nn3)CC2)n1 | 0.5% | 9% | 1% | -15 | -27% | -1% | 0% | 2% | ? | -2 | 10%
Cc1cc(NC(=O)CSc2cn(C)c3ccccc23)no1 | -0.2% | 1% | 1% | 1 | -3% | -7% | -5% | 1% | 8% | 36[activator] | -10%
COc1ccc(S(=O)(=O)N(CC(=O)NCCCN(C)C)c2ccc(C)cc2)cc1OC | -0.1% | 4% | 2% | 4 | 15% | -2% | -1% | -2% | 6% | -9 | -4%
C=CCNC(=O)C1CC(=O)N(c2ccc(OCc3ccc(F)cc3)cc2)C1 (stereo not drawn) | -0.4% | 0% | 0% | 0 | 6% | -3% | -7% | -20% | -8% | 13 | 0%
Cc1cc(C)n2nc(S(=O)(=O)NC(C)(C)C)nc2n1 | 0.3% | 8% | 1% | 2 | 12% | -1% | -5% | 5% | 5% | -4 | 4%
Cc1cc2cc(CN(Cc3cccs3)C(=S)NCC3CCCO3)c(=O)[nH]c2cc1C (stereo not drawn) | 0.1% | -13% | 2% | 0 | -20% | 0% | -2% | -2% | 3% | 7 | 1%
O=C(C(NS(=O)(=O)c1cccc2nsnc12)c1ccccc1)N1CCN(c2ccccc2)CC1 (stereo not drawn) | 0.4% | -1% | 1% | 6 | 4% | 0% | -4% | -19% | 6% | -9 | ?
COc1ccccc1NC(=O)COc1ccc(/C=N/NC(=O)c2cccnc2)cc1 | -1.0% | 0% | -4% | . | 0% | -2% | 2% | -11% | . | -8 | -3%

Not all compounds are listed; count on the stated rates, not on these rows.
